Screening results: PubChem, Broad Institute
esBAF inh: blocks esBAF chromatin remodeling in mouse ES cells. reporter increase, % at 12.5 µM. 350,000 tested, 2% active. Bmi1-luciferase knock-in reporter, 24 h; 100% = twice the neutral-well signal; in the data active means activation above about 40%; inconclusive means no clear call, values can overlap the other calls;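 further: 0% = median of the plate's neutral control wells and 100% = double that signal; a rise in the Bmi1 reporter signal indicates esBAF inhibition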
C2C12 statin: suppression of simvastatin myotoxicity. C2C12 myotubes + simvastatin, ATP luminescence, 48 h; scaled: DMSO 0, geranylgeraniol control 100. rescue of ATP level, % at 7.49 µM. 330,000 tested, 0.78% active. AID 602340;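 active means mean ATP rescue above about 67%, or every replicate alone reaching that limit, limit read from the data, passing the limit was not always enough; inconclusive means no clear call, values can overlap the other calls; inactive means mean under the limit and some replicate under it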;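 further: myotubes were challenged with 10 µM simvastatin during compound exposure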
S100A4 MyoIIA: blocks human S100A4 binding to myosin IIA peptide. S100A4/TAMRA-MyoIIA peptide fluorescence polarization. inhibition, % at 10.7 µM. 360,000 tested, 0.14% active. AID 652163;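 active means mean inhibition of at least 70% across replicates, with every replicate also reaching that level; inconclusive means mean inhibition reaches 70% but some replicates fall short; inactive means mean inhibition below 70%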
Target sequence (P26447 whole entry, looked up): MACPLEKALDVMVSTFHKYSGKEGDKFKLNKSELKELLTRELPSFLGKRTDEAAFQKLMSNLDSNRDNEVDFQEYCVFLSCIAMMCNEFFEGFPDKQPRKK
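Test system: S100A4 monomer protein; Medium: HEPES pH 7.2 with CaCl2, KCl, NaCl, DTT, Triton; Probe or stimulus: TAMRA-labelled myosin IIA heavy-chain peptide probe, 5 nM; Doses: one dose per compound; Times: polarization read 5 min after assay mix addition, stable 5–60 min; Benchmarks: neutral control DMSO, positive control TFP.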
SIRT5 block: blocks human SIRT5 desuccinylation of peptide | Purified SirT5, succinyl-peptide AMC, trypsin-coupled fluorescence | inhibition, % at 15 µM | 330,000 tested, 1.1% active; in the data active means inhibition above about 15%; inconclusive means no clear call, values can overlap the other calls
Target sequence (Q9NXA8 whole entry, looked up): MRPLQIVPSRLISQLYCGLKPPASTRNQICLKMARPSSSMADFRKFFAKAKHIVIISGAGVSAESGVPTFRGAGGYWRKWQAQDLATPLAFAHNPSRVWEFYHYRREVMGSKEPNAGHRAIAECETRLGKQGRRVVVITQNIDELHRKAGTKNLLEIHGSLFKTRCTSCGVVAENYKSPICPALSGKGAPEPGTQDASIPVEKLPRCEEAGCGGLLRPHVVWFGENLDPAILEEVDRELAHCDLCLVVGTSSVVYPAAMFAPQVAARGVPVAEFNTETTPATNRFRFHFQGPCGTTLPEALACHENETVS
CASP6 VEID inh: caspase-6 (human) enzyme inhibition. P55212. purified caspase-6, Z-VEID-R110 cleavage fluorescence. inhibition, % at 12.5 µM. 350,000 tested, 0.53% active. AID 686996;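 active means mean inhibition across replicates at least about 35%, with every replicate also reaching that limit, limit read from the data; inconclusive means only one of the two criteria met; inactive means neither criterion met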;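 further: 0% = median of neutral control wells and 100% = no fluorescence left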
Target sequence (P55212 24-179 limits assumed): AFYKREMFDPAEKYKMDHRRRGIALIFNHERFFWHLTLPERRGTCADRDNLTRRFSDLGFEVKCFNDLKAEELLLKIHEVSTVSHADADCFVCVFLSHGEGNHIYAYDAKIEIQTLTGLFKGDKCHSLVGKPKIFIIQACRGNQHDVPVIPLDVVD
Target sequence (P55212 194-293 limits assumed): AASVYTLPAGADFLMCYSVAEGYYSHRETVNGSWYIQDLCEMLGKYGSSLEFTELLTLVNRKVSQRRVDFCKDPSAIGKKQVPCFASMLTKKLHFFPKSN
LGR2 antag: blocks bursicon-induced cAMP signaling via Drosophila LGR2 | HEK293 LGR2, CRE-luciferase, bursicon-stimulated, 4 h | AID 720647 | inhibition, % at 9.99 µM | 380,000 tested, 0.35% active;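 active means drop in luminescence signal, shown as inhibition above about 50% in the replicate tests, limit read from the data, passing the limit was not always enough; inconclusive means probably only some replicates passing the limit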;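 further: agonist challenge used bursicon conditioned medium at about half maximal strength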
FN deposition inh: fibronectin deposition inhibition. 350,000 tested, 0.086% active. inhibition, % at 12.6 µM. AH1F fibroblasts, Alexa488-fibronectin deposition fluorescence, overnight;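 active means mean inhibition across replicates of 30% or more, regardless of how many single replicates reach that level; inconclusive means mean under 30% yet at least half of replicates reach 30%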;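 further: positive control wells lacked labelled fibronectin entirely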
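test system = AH1F fibroblasts assembling fluorescent fibronectin matrix | quantity = 10000 AH1F cells per well | buffer or medium = DMEM plus 2% serum, read in PBS | doses = single dose, pinned | incubation = 1 h cell attachment, overnight exposure to compound and label | detection = fluorescence at 485 nm excitation, 525 nm emission | read-out basis = inhibition from reduced deposited-fibronectin fluorescence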
Numbers without * were called inactive; ? = inconclusive; / = not tested or not shown; & = joins results of further samples. The list is partial; the hit share may differ from the screen's.

Every second line gives: esBAF inh, C2C12 statin, S100A4 MyoIIA, SIRT5 block, CASP6 VEID inh, LGR2 antag, FN deposition inh
- C[C@@H]1CN([C@H](C)CO)C(=O)Cc2cc(NC(=O)CCN3CCOCC3)ccc2O[C@H]1CN(C)S(C)(=O)=O
    0, -11, -2, 0, -1, 10, /
- O=c1cc(-c2ccc(O)c(-c3c(O)cc(O)c4c(=O)cc(-c5ccc(O)cc5)oc34)c2)oc2cc(O)cc(O)c12
    4, 10, 2, -4, 3, 20, -6
- Cc1c(N2C(=O)SC(CC(=O)O)C2=O)c(=O)n(-c2ccccc2)n1C (stereo not drawn)
    -2, 1, /, /, /, /, 1
- CC(C)C(NC(=O)CCN1C(=O)c2ccccc2C1=O)c1ccccc1 (stereo not drawn)
    -9, 8, -9, 10, 0, -8, -5
- COc1cccc(-c2nnc(-c3ccc(C)o3)o2)c1
    -29, -6, /, /, /, /, 5
- COCCCN1C(=O)C(CC(=O)NCc2cccs2)CC(C(=O)N(C)C)=C1C (stereo not drawn)
    -6, 3, 8, 1, -1, 11, -9
- COc1cccc(-c2ccc([C@@H]3[C@H]4CN(CC5CCOCC5)CCCCN4[C@H]3CO)cc2)c1
    /, /, -30, -5, 0, /, /
- COc1cc2ccccc2cc1C(=O)Nc1ccc(C)cn1
    ?, -35, -30, -3, 3, -54, -7
- Cc1c(NC(=O)COC(=O)C2(c3ccc(F)cc3)CCCC2)c(=O)n(-c2ccccc2)n1C
    /, /, 9, -5, -1, -40, -7
- CCc1cc(C(=O)NNC(=S)NC2CCCCC2)cs1
    /, /, -2, 4, 7, -36, /
- CC(=O)c1ccc(Nc2nc(C(N)C(C)C)cs2)cc1 (stereo not drawn)
    20, -7, -7, -1, 1, -25, /
- CC(C)NC(=O)N1C[C@H]2[C@@H](c3ccccc31)[C@@H](CO)N2Cc1ccc(Cl)cc1
    2, 1, -1, -5, 0, 18, /
- COC(=O)C[C@H]1CC[C@H]2[C@@H](COc3ccc(NC(=O)c4cccc(Cl)c4)cc3C(=O)N2C)O1
    /, /, 1, -27, 2, 18, -1
- C[C@H](O)C#Cc1ccc2c(c1)O[C@@H](CN(C)C(=O)CC1CC1)[C@@H](C)CN([C@H](C)CO)S2(=O)=O
    0, 9, 2, 1, 1, 2, 1
- O=C(C[C@@H]1CC[C@H]2[C@@H](COC[C@@H](O)CN2Cc2cccc(F)c2)O1)NCc1ccncc1
    -2, 10, 14, 0, -1, -11, -1
- CC1(C(=O)NS(=O)(=O)c2cccc(Cl)c2)CCN1C(=O)Cc1ccc(Cl)cc1Cl (stereo not drawn)
    -7, 18, 0, 13, 5, -1, -6
- CCN(CC)C(=O)[C@H]1CC(CC(=O)NCCN2CCOCC2)C(=O)N2CCc3c([nH]c4ccccc34)[C@]12C (stereo partly drawn)
    -7, 6, 5, /, -4, -8, 9
- O=C(/C=C/c1ccc(Cl)cc1Cl)OCC(=O)N1CCCC1
    -7, -3, -3, -3, -1, -32, -1
- CCCC(=O)N1CCC1(C)C(=O)NS(=O)(=O)c1ccc(Cl)cc1 (stereo not drawn)
    3, 8, -4, 1, -1, 3, -7
- O=S1(=O)N[C@@H](Cc2ccccc2)COc2cc(N3CCN(Cc4ccccc4F)CC3)ccc21
    /, /, -1, -4, -1, 11, 0
- N=C1C(c2ccccc2)=C(O)CN1c1cccc(S(=O)(=O)NCc2ccco2)c1
    0, -4, -13, -2, 6, -3, -1
- C[C@H](CO)N1C[C@H](C)[C@H](CN(C)Cc2ccc3c(c2)OCO3)Oc2ccc(NC(=O)Nc3cccc4ccccc34)cc2CC1=O
    -3, -34, 2, -1, 1, -5, /
- CCOC(=O)[C@]12CCC=C1N(Cc1ccco1)C(=O)[C@H](CC(=O)NCCC(C)C)C2
    /, /, -6, -1, 5, -7, 5
- O=C(C[C@@H]1C[C@H]2c3cc(NC(=O)Nc4ccccc4)ccc3O[C@H]2[C@@H](CO)O1)NC1CCCCC1
    1, 5, -23, -6, -1, 3, -16
- CC(=O)Nc1ccc(NC(=O)C(C)OC(=O)CC2CCCCC2)cc1 (stereo not drawn)
    10, -17, -5, 4, 2, 0, 3
- CN(CC(=O)Nc1ccc([N+](=O)[O-])cc1Br)Cc1c(F)cccc1Cl
    -1, -7, 29, 2, -3, 16, 0
- CCN(CC)c1c(-c2ccccc2)c2cc(C)ccc2[nH]c1=O
    5, 26, -1, 0, -1, 11, 0
- CCNc1nc(NCC)nc(N(C)/N=C/c2ccco2)n1
    -8, -11, -1, 2, -1, 2, -21
- CCc1cc2c(SCC(=O)NC3CCS(=O)(=O)C3)ncnc2s1 (stereo not drawn)
    /, /, 2, -2, 4, -6, /
- CCC1(c2ccc(F)cc2)NC(=O)N(CC(=O)N2CCN(C(=O)c3cccs3)CC2)C1=O (stereo not drawn)
    -8, 3, -5, -3, 5, 10, 5

The list continues:
Every second line gives: esBAF inh, C2C12 statin, S100A4 MyoIIA, SIRT5 block, CASP6 VEID inh, LGR2 antag, FN deposition inh
- Cc1ccccc1S(=O)(=O)N1CC[C@@H]2[C@H](CO)Nc3ccc(-c4cccc(F)c4)cc3[C@@H]21
    -1, -1, /, /, /, -9, -3
- Cc1ccc(CS(=O)(=O)CCC(=O)NCCC(C)C)cc1
    -2, -2, /, /, /, -1, -2
- Cc1ccc(CN2CCCC(C(=O)N3CCCC3)C2)cc1 (stereo not drawn)
    -6, 4, -1, 4, 1, 14, -2
- Cc1cc(C(=O)Nc2sc3c(c2C#N)CCC(C)C3)no1 (stereo not drawn)
    -13, /, /, /, /, -30, -4
- Cn1c(=O)c2cnc(-c3ccc(C(F)(F)F)cc3)nc2n(C)c1=O
    -1, 7, 2, -2, -4, /, -1
- Cc1c(C(=O)NCc2ccc(Cl)c(Cl)c2)sc(=O)n1Cc1cccc(F)c1
    11, 20, -2, /, -3, -3, 19
- CCCC#Cc1ccc2c(c1)O[C@H](CN(C)S(=O)(=O)c1cccc(F)c1)[C@@H](C)CN([C@@H](C)CO)S2(=O)=O
    8, -28, -10, -1, -1, -9, /
- CCC1(C)Cc2c(sc3nc(SCC(=O)O)[nH]c(=O)c23)CO1 (stereo not drawn)
    -2, -20, /, /, /, /, 14
- O=C(C[C@@H]1CC[C@H](NC(=O)Nc2ccc(C(F)(F)F)cc2)[C@@H](CO)O1)NCCN1CCCC1
    5, -3, -23, -6, 1, -7, /
- CNC[C@@H]1Oc2ccc(NC(=O)Nc3ccccc3)cc2CC(=O)N([C@H](C)CO)C[C@H]1C
    1, 6, -44, 0, -1, -2, /
- O=C(C[n+]1ccc(/C=N/O)cc1)NC1CCCCC1
    /, /, 1, -9, -5, 10, -5
- O=C(CSc1ccsc1[N+](=O)[O-])NC1CCCC1
    /, /, -2, -3, 7, -7, 0
- O=C(O)[C@H](CSCc1ccccc1)NS(=O)(=O)c1ccc(F)cc1
    /, /, -9, 1, -1, /, -2
- O=C1CC(c2ccccc2)CC(O)=C1C=NC1CCCCCC1 (stereo not drawn)
    ?, 0, /, /, /, -24, -1
- O=C(CCNS(=O)(=O)c1cccs1)N1CCN(c2cccc(C(F)(F)F)c2)CC1
    1, -7, 2, -1, 35, 4, 0
- C=CCNC(=S)/N=c1/ccccn1CC
    /, /, 1, -4, -3, 1, -11
- c1csc(Cc2nc3ccccc3[nH]2)c1
    71*, 20, -9, -2, 1, -13, /
- O=C(COc1ccc(-c2ccccc2)cc1)N/N=C/c1cc(O)ccc1Br
    /, /, 6, 0, -1, -22, 1
- CCOc1ncccc1C(=O)Nc1cccc(-n2cnnn2)c1C
    -6, -2, -2, 5, -1, 7, 1
- CCOC(=O)/C(=C\c1ccc(OC)c(OC)c1)C(=O)c1cccnc1
    -5, -4, -3, /, 3, -4, 11
- COc1cccc(NC(=O)C2CCCN2C(=O)Nc2cccc(F)c2)c1 (stereo not drawn)
    -3, 26, /, /, /, /, -7
- COc1ccc(S(=O)(=O)N2CCN(c3ccc4nnc(-c5ccccc5)n4n3)CC2)cc1
    9, 111*, -4, 0, -1, -24, -8
- O=C(COc1ccccc1Cl)NC(=S)Nc1ccc(CN2CCOCC2)cc1
    0, -1, 2, -3, -1, -1, 1
- Cc1sc2nc(SCC(=O)Nc3ccc(Cl)c(C(=O)O)c3)[nH]c(=O)c2c1C
    -3, 13, -14, -6, -1, 12, -5
- O=C(COc1ccccc1-c1ccccc1)N/N=C/c1cccnc1
    /, /, 3, -3, 0, 14, -2
- CN(C)/C=N/c1cnc(C(=O)c2ccc(Cl)cc2)n1C
    45*, -1, -3, 6, -1, /, /
- C[C@@H]1CN([C@H](C)CO)C(=O)c2cc(NS(=O)(=O)c3cn(C)cn3)ccc2O[C@@H](C)CCCCO[C@H]1CN(C)S(=O)(=O)c1ccccc1
    6, /, 22, -2, 1, -12, -1
- CC(=O)NC(C)c1ccc(C(=O)CSc2nnc(C3CC3)n2C2CC2)cc1 (stereo not drawn)
    -1, 11, 2, -3, 3, 15, -6
- CCC(=O)N(C)C[C@H]1Oc2cc(-c3ccc(F)cc3)ccc2S(=O)(=O)N([C@@H](C)CO)C[C@@H]1C
    -2, -18, 7, 1, -1, -3, 4
- COc1ccc(NS(=O)(=O)c2cccc(NC(=O)CCC(=O)c3ccc(Cl)cc3)c2)cc1
    /, /, 6, 1, 3, /, 2

Following part.
Every second line gives: esBAF inh, C2C12 statin, S100A4 MyoIIA, SIRT5 block, CASP6 VEID inh, LGR2 antag, FN deposition inh
- COc1ccc(CC2(C)OC(c3ccncc3)=NN2C(C)=O)cc1 (stereo not drawn)
    /, /, -6, -2, 1, -4, 8
- COc1ccc(NC(=O)N(C)C[C@@H]2Oc3ccc(NC(=O)c4ccncc4)cc3CC(=O)N([C@H](C)CO)C[C@H]2C)cc1
    2, -11, 4, -1, 1, 1, /
- Cc1ccc(Cn2nnc3c(=O)[nH]c(C4CCN(S(=O)(=O)/C=C/c5ccccc5)CC4)nc32)cc1
    -3, 26, -2, -4, 3, -11, 6
- COc1cccc(N2C(=O)C3CCCN3C2c2ccc(N(C)C)cc2)c1 (stereo not drawn)
    -2, -4, -5, /, 0, -14, 2
- COCCCn1c(=NC(C)=O)c(C#N)cc2c(=O)n3cccc(C)c3nc21
    /, /, -1, -116, 1, /, 4
- C[C@@H]1CN([C@@H](C)CO)C(=O)Cc2cc(NC(=O)NC3CCCCC3)ccc2O[C@@H]1CN(C)Cc1ccc(Oc2ccccc2)cc1
    -7, -262, -12, 1, 3, 2, 3
- CC(=O)C1(O)CCC2C3CC(C)C4=CC(=O)C=CC4(C)C3(F)C(O)CC21C (stereo not drawn)
    /, /, -1, -2, 2, -6, 1
- CCC(=O)c1ccc(NC(C)=O)cc1O
    1, -2, 0, -1, -1, 11, -12
- Brc1ccc(CNCC2CCCO2)cc1 (stereo not drawn)
    1, 11, 1, 2, -4, 5, 5
- C[C@H](CO)N1C[C@H](C)[C@@H](CN(C)Cc2ccc(Cl)c(Cl)c2)Oc2c(NS(=O)(=O)c3cccs3)cccc2C1=O
    -4&-1, 19&-1, -5&2, 0, 2&5, -4&-12, 8
- CC(OC(=O)c1nsc(Cl)c1Cl)C(=O)NCc1ccc2c(c1)OCO2 (stereo not drawn)
    -2, -6, -23, -5, 0, -7, /
- C[C@H](CO)N1C[C@H](C)[C@H](CN(C)C(=O)c2ccncc2)Oc2cc(C#Cc3ccncc3)ccc2S1(=O)=O
    1, 23, 9, -3, 1, 3, /
- Cn1nc(C(C)(C)C)cc1C(=O)N1CCCCC1c1cc(C(=O)Nc2cccc3c2CCCC3)no1 (stereo not drawn)
    0, 1, 0, /, -3, /, -2
- Cc1ccc(OCCCC(=O)N(C)CC(=O)Nc2c(C)cccc2C)cc1
    0, 2, -15, /, 1, 9, -1
- CC(=O)NC12CC3CC(C1)CC(C(=O)OCC(=O)Nc1c(F)cccc1F)(C3)C2
    -6, -1, -1, 0, 1, 5, -17
